Screening results (PubChem BioAssay)
PNC inhibitor: inhibitors of perinucleolar compartment assembly | activity change (PNC), negative = inhibition, % at 10 µM | PC3M PTB-GFP, PNC prevalence imaging, 16 h; hits give low values | 140,000 tested, 3.1% active;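 active = readout at or below -70, meaning at least 70% loss of cells showing the perinucleolar compartment, a nuclear body marking cancer cells; inconclusive = readout between -30 and a set limit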;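 also: plate controls were DMSO wells for no effect and camptothecin positive control wells for full effect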
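Compounds are pinned in duplicate onto adhered PC3M cells stably expressing GFP-tagged PTB and incubated 16 h at 37 C. Cells are then fixed, nuclei stained with Hoechst, and PNC-positive cells counted.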
ALOX15B inhib: blocks human 15-lipoxygenase 2 activity; 110,000 tested, 0.56% active; purified 15hLO-2, xylenol orange hydroperoxide absorbance; Potency, µM (series often up to 57.1 µM), inactives show at the top dose activity change, negative = inhibition, hits mostly inhibitors; O15296; also: potency is read from the fitted curve at half-maximal effect; nearly all actives have a fitted effect of over 60% in size; many of its hits are not listed in these tables
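Screening format was qHTS against 50 nM purified 15hLO-2 in Hepes pH 7.5 with detergent. Activity follows hydroperoxide formation from 45 uM arachidonic acid, measured as 573:405 nm absorbance ratio of the ferric-xylenol orange complex.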
ALOX12 inhib: inhibitors of human 12-lipoxygenase (ALOX12); 150,000 tested, 0.12% active; purified 12-hLO, xylenol orange hydroperoxide absorbance; AID 1452; Potency, µM (doses to about 57.1 µM), for inactives: at the top dose activity change, negative = inhibition, actives largely listed as inhibitors; also: potency is read from the fitted curve at half-maximal effect; nearly all actives have a fitted effect of over 55% in size; many of its hits are not listed in these tables
Target sequence (P18054 whole entry, looked up): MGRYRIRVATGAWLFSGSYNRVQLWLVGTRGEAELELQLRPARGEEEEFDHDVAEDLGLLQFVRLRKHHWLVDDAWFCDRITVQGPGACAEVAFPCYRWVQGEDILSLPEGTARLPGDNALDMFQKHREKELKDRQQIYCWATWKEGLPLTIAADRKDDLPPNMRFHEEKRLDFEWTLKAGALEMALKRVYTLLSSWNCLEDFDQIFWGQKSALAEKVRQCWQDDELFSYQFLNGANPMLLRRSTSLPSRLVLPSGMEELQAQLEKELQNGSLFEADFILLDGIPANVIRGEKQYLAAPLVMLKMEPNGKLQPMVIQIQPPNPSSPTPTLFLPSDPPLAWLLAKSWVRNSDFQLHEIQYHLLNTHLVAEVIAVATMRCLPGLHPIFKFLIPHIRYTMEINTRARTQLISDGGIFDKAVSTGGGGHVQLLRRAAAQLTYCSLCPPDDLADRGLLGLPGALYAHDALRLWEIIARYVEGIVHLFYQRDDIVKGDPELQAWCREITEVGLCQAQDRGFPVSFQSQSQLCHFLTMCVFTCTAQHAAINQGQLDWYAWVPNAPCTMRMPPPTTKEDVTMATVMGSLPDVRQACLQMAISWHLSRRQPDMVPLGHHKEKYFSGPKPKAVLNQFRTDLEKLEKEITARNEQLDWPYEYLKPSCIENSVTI
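Xylenol orange chromogenic assay: hydroperoxide from 12hLO oxidises Fe(II), giving red-shifted Fe(III)-XO absorbance. Conditions: 150 nM enzyme, 40 uM arachidonic acid, 25 mM Hepes pH 7.0, 0.01% Triton X-100, 30 min, room temperature.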
IMPase cell inh: IMPase inhibition in cells | 120,000 tested, under 10 active | inhibition (IP1 accumulation), % at 46.1 µM | CHO-M1 cells, IP1 accumulation, HTRF TR-FRET ratio | P97697; active = well fitted curve in the direction sought with a large enough effect in the signal ratio, not every such curve was filed as active; inconclusive = small, poorly fitted or top-dose-only effect, or a change in a side signal; inactive = no such curve, though single readings can be large or run the other way; the % refers to the signal ratio;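 also: cells stimulated with carbachol in lithium chloride buffer; plate controls were DMSO basal wells for no effect and reference inhibitor wells for full effect; higher means more IMPase inhibition seen as more IP1 and lower FRET ratio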
Target sequence (P97697 whole entry, looked up): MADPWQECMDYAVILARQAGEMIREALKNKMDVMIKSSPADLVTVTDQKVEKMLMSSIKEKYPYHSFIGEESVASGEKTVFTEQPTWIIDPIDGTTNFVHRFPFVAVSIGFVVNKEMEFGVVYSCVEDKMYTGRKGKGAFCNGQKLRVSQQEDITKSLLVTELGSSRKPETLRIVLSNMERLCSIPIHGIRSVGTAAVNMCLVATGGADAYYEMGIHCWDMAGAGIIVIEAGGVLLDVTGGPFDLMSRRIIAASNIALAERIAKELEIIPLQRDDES
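Elevated IP1 in lysates lowers TR-FRET signal (665/620 ratio and 620 channel reported). Cells were CHO-M1, given carbachol (50 uM as added) plus 50mM LiCl, pH 7.4, 30 min, 37C; compounds titrated up to 46 uM; AC50 by Hill equation.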
Starred values were filed as active, the others as inactive; ? = inconclusive; . = not tested or not shown; [ ] = remark or other dose. Unless noted, calls follow the shape of the dose curve; as a rule, active = well fitted curve in the direction sought with a large enough effect; inconclusive = small, poorly fitted or top-dose-only effect, or another doubt; inactive = no such curve, though single readings can be large; an effect the other way counts as inactive or inconclusive. Unless noted, % is scaled to controls: 0 for no effect and ±100 for the full control effect. This is a subset; the hit share may differ from the screen's.

canonical_smiles,PNC inhibitor,ALOX15B inhib,ALOX12 inhib,IMPase cell inh
CCOC(=O)c1ccc(N2C(=O)C=CC2=O)cc1,?,?,-8%,7
O=C(NN=C1CCCCC1)NC1CCCCC1,?,.,-1%,-3
CCOc1ccc(-c2nnn(CC(=O)NCCc3c[nH]c4ccccc34)n2)cc1,-24,5%[11.4 µM],-2%,-7[1.84 µM]
COc1ccc(NC(=O)/C(Cl)=C(/Cl)S(=O)Cc2ccc(C)cc2)cn1 (stereo not given),86,-12%,-19%,16
Cc1ccc(-n2c(SCC(=O)OC(C)C)nnc2-c2ccccn2)cc1,53,0%,-2%,6
COc1ccccc1Nc1nc(C)cc(C)c1C(N)=O,9,5%,3%,4
O=C(Cn1ccsc1=NC(=O)c1ccco1)c1ccccc1,10,4%,-3%,7
CN(CC(O)COc1ccc(S(=O)(=O)N2CCOCC2)cc1)C1CCCCC1 (stereo not given),?,-2%,-10%,24
COc1ccc(NCc2cc3ccccc3[nH]c2=O)cc1,?,-6%,-14%,12
C=CC1=C(C)C2=Cc3c(C=C)c(C)c4[n]3[Sn+2][n]3c(c(C)c(CCC(=O)O)c3=CC3=NC(=C4)C(C)=C3CCC(=O)O)=CC1=N2,.,?,-26%,7
COc1ccc(NC(=O)CC2SC(=Nc3ccccc3)NC2=O)c(OC)c1 (stereo not given),?,-4%,-2%,8
CN1C[C@H](C(=O)N[C@]2(C)O[C@@]3(O)[C@H]4CCCN4C(=O)[C@H](Cc4ccccc4)N3C2=O)C[C@H]2c3cccc4[nH]cc(c34)C[C@@H]21,.,1%,-4%,9
O=C(Cc1ccc(Br)cc1)NCCc1ccc(Cl)cc1Cl,-11,.,-4%,2
Cc1cc(C)c(NC(=O)/C(C#N)=C/c2ccc(OCc3ccc(F)cc3)cc2)c(C)c1,12,.,2%,0
Cc1cccc(NC(=O)C2(C)CC3c4ccccc4C2c2ccccc23)c1C (stereo not given),-25,.,-4%,7
O=C(NCc1ccc(F)cc1)c1ccccc1OCc1ccccc1,?,.,-7%,.
COc1ccc(CC(=O)n2nc(-c3ccc(Cl)cc3)nc2NCc2ccco2)cc1,8,6%,0%,-4
CC1(C)Oc2ccc(C(=O)N3CCCC3)cc2N(CC(=O)NCc2ccccc2)C1=O,2,-2%,0%,-3
Cc1ccc(CS(=O)(=O)Cc2ccc(C(=O)NCC3CCCO3)o2)cc1 (stereo not given),63,-6%,1%,1
CC1(C)Cc2c(c(N3CCCC3)nc3sc4c(N5CCN(CCO)CC5)ncnc4c23)CO1,-14,8%,-4%,12
CCCCNC(=O)C1CCN(S(=O)(=O)N2CCCCCC2)CC1,74,.,-2%,.
CCC(C)NC(=O)C1c2cc(OC)c(OC)cc2C(=O)N(C)C1c1ccc(OC)cc1 (stereo not given),-100*,.,2%,-7
Cc1ccc(NC(=O)c2cnccn2)c(OC(F)F)c1,-16,-3%,-1%,3
CNc1ccccc1C(C)(C)c1cc(-c2ccc(F)cc2)no1,?,.,-1%,7
CCc1noc(C)c1C(=O)N1CC(C)OC(C)C1 (stereo not given),?,-8%,-4%,2
COC(=O)C[N+](C)(C)CC#Cc1ccccc1,?,.,0%,.
N=c1c2c3c(sc2ncn1CCCO)CCCC3,6,3%,-4%,0
COc1ccc(Nc2nc(N/N=C/c3ccc(N(C)C)cc3)nc(C)c2[N+](=O)[O-])cc1,-9,.,-2%,.
O=C(Nc1ccccc1C(F)(F)F)N1CCC(N2CCCCC2)CC1,-25,6%,-9%,7
CCN=C1SC(C(=O)Nc2ccccc2)CC(=O)N1CC (stereo not given),-85*,-14%,0%,4

Other results follow.
canonical_smiles,PNC inhibitor,ALOX15B inhib,ALOX12 inhib,IMPase cell inh
CC(C)OCCCN1CN(S(=O)(=O)c2ccc(Cl)cc2)c2nc3ccccc3nc21,3,-10%,-15%,1
C/C(CC1CC(C)OC1=O)=N\NC(N)=S (stereo not given),-27,.,-5%,-7
COc1ccc(C(=O)CSc2nnc(CNc3ccc(C)cc3C)n2Cc2ccco2)cc1,-9,-1%,-20%,1
COC(=O)[C@@H]1C[C@H]1[C@@H](NC(C)=O)c1ccccc1,.,14%,4%,.
O=C(CN1CCC(n2nnc3cc(F)ccc32)CC1)N1CCCc2ccccc21,19,3%,-5%,6
CCOc1cc(CO)c(Br)cc1OCC(=O)O,-30,4%,7%,?
CCOC(=O)N1CCN(c2ccc(C(F)(F)F)cn2)CC1,?,.,1%,.
CC(C)CCNC(=O)NC(=O)COC(=O)c1cc(S(=O)(=O)N2CCOCC2)ccc1N1CCCCC1,38,-2%,0%,13
O=C(O)CCC(=O)N1CCc2cc(S(=O)(=O)N3CC=C(c4ccccc4)CC3)ccc21,20,1%,1%,-3
COc1ccc(Cc2c(O)nc(SCC(=O)N3CCCCCC3)[nH]c2=O)cc1,-30,.,1%,-2
Cc1cccc(N(CC(=O)NC2CCCC2)C(=O)CCCC(=O)Nc2ccccn2)c1,?,5%,-2%,-2
Cc1cc(C(=O)NC(CC(C)C)C(=O)O)cc(C)c1[N+](=O)[O-] (stereo not given),30,.,-1%,.
CCOC(=O)/C(=N\NC(=O)c1ccccc1)c1ccccc1,?,2%,5%,-6
CN(C)CC(C)(C)CNS(=O)(=O)c1ccc(Cl)c(Cl)c1,-17,16%,9%,15
O=C(Nc1ccc(-n2nncc2-c2ccco2)cc1)c1cccc(F)c1,12,-19%,-8%,5
COc1ccc(Cl)cc1NC(=O)CN(c1ccccc1)S(=O)(=O)N(C)C,-24,7%,-7%,22
Cc1csc(SCC(=O)N2CCN(S(=O)(=O)c3ccc(Cl)cc3)CC2)n1,12,5%,-2%,-2
COC(=O)CN1C(c2ccccc2O)Nc2ccc(Br)cc2C1c1ccccc1 (stereo not given),-5,.,-1%,.
CCNC(=S)NNC(=O)c1csc2c1CCC(C)C2 (stereo not given),-13,-15%,-5%,-1
COC(=O)c1ccc(OCC(O)Cn2nnc3ccccc32)cc1 (stereo not given),-14,6%,-4%,1
CC(=O)c1cccc(NC(=O)Cn2cc3c(n2)CCCC3)c1,-28,0%,0%,3
O=C(NC(Cc1c[nH]c2ccccc12)C(=O)OCC(=O)c1cccc2ccccc12)c1cccs1 (stereo not given),0,.,1%,.
Cc1nnc(NC(=O)CSc2nnc(Cc3cccn3C)n2CCc2ccccc2)s1,-21,-17%,-6%,5
O=C(N/N=C/c1ccc(O)cc1)c1csc2c1CCCC2,37,.,-4%,13
Cc1cc([N+](=O)[O-])cc2c1NC(=O)C2(O)N1CCCCCC1 (stereo not given),62,.,2%,-1
CCOC(=O)C1CCN(C(=O)CNS(=O)(=O)c2ccc(Br)s2)CC1,-10,-13%,-6%,?
C=CCn1c(N)c(C(=O)Nc2ccc(C)c(C)c2)c2nc3ccccc3nc21,7,-4%,4%,-1
CC1CCc2c(C(=O)Oc3cccc(-n4cnnn4)c3)csc2C1 (stereo not given),-1,8%,-20%,13
Cc1cccn2c(=O)c3cc(C(=O)NC4CCS(=O)(=O)C4)sc3nc12 (stereo not given),-5,5%,-3%,5
Cc1cc(C(=O)OCC(=O)Nc2cc(C(F)(F)F)ccc2N2CCOCC2)c(C)o1,2,14%,-7%,-9

Full records from above. Order of values: PNC inhibitor | ALOX15B inhib | ALOX12 inhib | IMPase cell inh
`CCOc1cc(CO)c(Br)cc1OCC(=O)O` reads -30 | 4% | 7% | ?
`CCOC(=O)C1CCN(C(=O)CNS(=O)(=O)c2ccc(Br)s2)CC1` reads -10 | -13% | -6% | ?
`COC(=O)c1ccc(OCC(O)Cn2nnc3ccccc32)cc1` (stereo not given) reads -14 | 6% | -4% | 1

More records follow.
canonical_smiles,PNC inhibitor,ALOX15B inhib,ALOX12 inhib,IMPase cell inh
Cc1cc(C)c(S(=O)(=O)N(C)CC(=O)N2CCCCC2)c(C)c1,-16,7%,0%,?
COc1cc(NS(=O)(=O)c2ccc(NC(=O)COc3ccccc3Cl)cc2)nc(OC)n1,-19,-6%,-6%,-3
COC(=O)c1ccc(N=NNc2ccc(C(=O)OC)cc2)cc1,22,.,-3%,.
COC(=O)[C@@]1(Cc2ccccc2)[C@H]2c3cc(C(=O)N(C)C)n(Cc4ccc(O)c(OC)c4)c3C[C@H]2CN1C(=O)c1ccccc1,.,-28%,-9%,.
COc1cc(/C=C2/SC(N)=NC2=O)ccc1Oc1ccc([N+](=O)[O-])cc1[N+](=O)[O-],11,.,-3%,-4
Cc1cc(NC(=O)c2cncc(Br)c2)n(-c2ccccn2)n1,18,-1%,4%,3
Nc1nnc(N2CCc3ccccc32)s1,50,.,-1%,6
CC12COC3(C(N)=O)CC1CCC32C (stereo not given),27,.,2%,-4
CCOC(=O)Cc1csc(NC(=O)CSc2nnc(-c3cccnc3)n2Cc2ccco2)n1,?,.,4%,-1
Cc1cc(=O)c2cc(Br)ccc2[nH]1,?,1%,6%,-1
Cc1[nH]n(-c2c(Cl)cc(Cl)cc2Cl)c(=O)c1C=Nc1ccc(S(=O)(=O)N2CCOCC2)cc1,?,.,0%,.
O=C(c1cc(-c2ccco2)nc2ccccc12)N1CCN(c2ccc(F)cc2)CC1,44,.,-4%,.
Cn1c(=O)c2c(nc(NCCCN3CCOCC3)n2Cc2cccc(Cl)c2)n(C)c1=O,-12,8%,0%,-1
CCCCOC(=O)C1[C@H]2C(=O)N(Cc3cccs3)C[C@]23C=C[C@H]1O3 (stereo not given in full),-30,-5%,-5%,6
CCc1c(C)c2c(C)nn(-c3ccccc3)c2oc1=O,-29,.,9%,-4
COc1ccc(CCN=C(N)NS(=O)(=O)c2ccccc2)cc1OC,1,.,-1%,.
CCC(C)C(NC(=O)C1CCC(C)CC1)C(=O)NC(C(=O)OC)C(C)C (stereo not given),-27,0%,-7%,7
CC1Cc2nc(SCC(=O)N3CCc4ccccc43)n(C)c(=O)c2S1 (stereo not given),8,-6%,1%,-1
COc1cc(/C=C2\SC(=S)N(Nc3ncc(C(F)(F)F)cc3Cl)C2=O)cc(OC)c1OC,8,?,-21%,-2
Cn1c(=O)cc(OCCCC(=O)NCc2ccco2)c2ccccc21,2,-1%,-2%,2
O=C(N/C(=C/c1cccc([N+](=O)[O-])c1)C(=O)N1CCCCC1)c1cccs1,-29,.,1%,.
FC(F)(F)c1ccc(-n2ccnc2)nc1,-4,8%,-3%,-7
Cc1ccc(C(=O)c2cc3ccccc3o2)cc1C,13,-2%,2%,7
COc1ccc(/C=C/C(=O)Nc2nc(C)c(C(=O)N(C)C)s2)cc1OC,127,.,-2%,.
Cc1nnc(-c2cccc(Br)c2)c2cn(-c3ccc(Br)cc3)nc12,25,6%,-8%,12
N#Cc1c(N)nc2c(c1N)CC(=O)N2c1ccccc1-c1ccccc1,-15,-1%,-6%,1
